Compound activity as filed in PubChem.
NCI-60 one-dose screen, 48 h, at 10 µM unless noted. Numbers give growth in % (100 = growth as untreated, 0 = no growth, -100 = all killed).
SF-295: SF-295 CNS cancer cells; 79,000 compounds, 5.6% hits; AID 1794758
HCC-2998: HCC-2998 colon cancer | 79,000 compounds, 4.7% hits | AID 1794799
SF-539: SF-539 CNS cancer; 81,000 compounds, 6.8% hits; AID 1794752
U251: U251 CNS tumor cells. 80,000 compounds, 5.4% hits. AID 1794753
SNB-75: SNB-75 CNS cancer | 79,000 compounds, 5% hits
SNB-19: SNB-19 CNS cancer cells; 81,000 compounds, 2.5% hits; AID 1794751
PC-3: PC-3 prostate cancer cells; 80,000 compounds, 3.9% hits; AID 1794754
SF-268: SF-268 CNS cancer cells | 82,000 compounds, 3.1% hits | AID 1794759
* = called active by the depositor; / = not tested or not shown; & = joins results of further samples. Rule for the calls: active = growth percent below 10; inactive = the rest.

SMILES	SF-295	HCC-2998	SF-539	U251	SNB-75	SNB-19	PC-3	SF-268
Nc1nn(-c2cccc(C(F)(F)F)c2)c2cccc[n+]12	115	90	96	95	83	97	97	111
COc1ccc(Cn2c(NCCN=C(N)N)nc(=O)n(Cc3ccc(F)cc3)c2=O)cc1	102	102&104	90&102	82	23&55	79&78	87&83	53&62
CC(=O)Nc1ccc(F)cc1	107	105	102	102	92	107	98	96
Cc1ccc(-c2nnc(N3c4ccccc4C=Cc4ccccc43)o2)cc1	78	118	99	68	/	95	59	90
COC(=O)C1C(=O)C(C(=O)OC)C(C)N(C)C1C (stereo not drawn)	94	98	110	101	85	106	105	106
C=C1CC2C3C=C(C)C4=CC(=O)CC[C@]4(C)C3CC[C@]2(C)[C@@]1(OC(C)=O)C(C)=O (stereo partly drawn)	80	79	81	45	66	76	34	63
COc1ccc(-c2[nH]ncc2C2OC[C@@]3(C)[C@H]4CCC5(C)OC(C6=CCOC6=O)C[C@H]5[C@]4(C)CC[C@H]3O2)cc1 (stereo partly drawn)	87	96	96	99	/	88	66	98
Nc1[nH]n2cc(-c3ccccc3)nc2c1N=Nc1ccc(S(N)(=O)=O)cc1	48	46	20	39	1.1*	60	32	37
COc1ccc(C2N(c3ccccc3)NC(=O)[C@@H]3CCCN23)cc1 (stereo partly drawn)	83	76	101	96	84	99	89	82
O=C1c2ccccc2C(=O)N1c1ccc2ccccc2c1	105	110	97	109	/	96	96	90
CCCCCCNC(=O)Oc1ccc(/C(=C(\C)c2ccc(Cl)cc2)c2ccc(OCCCN(C)C)cc2)cc1	98	82	88	42	79	80	80	77
COc1ccccc1CNCCCN1C(=O)c2ccc3c4c(ccc(c24)C1=O)C(=O)N(CCCNCCCN)C3=O	14	-5.6*	8.5*	-73*	46	12	19	-0.4*
Cn1nnc2c(C(N)=O)ncn2c1=O	70	81	94	94	59	98	88	99
COc1ccc(-c2nc3cc(Cl)c(Cl)cc3n2CC(=O)N=Nc2c(O)[nH]c3ccc(Br)cc23)cc1	-50*	-26*	15	-58*	47	22	-47*	9.7*
CC(C)Cc1ccc(C(C)C(=O)OCc2ccc(Cn3c(=O)sn(CCI)c3=O)cc2)cc1 (stereo not drawn)	99	110	99	102	92	104	90	101
C=C1C(=O)O[C@H]2[C@H]1CC/C(C=Nc1c(N)cc(F)cc1Br)=C\CC[C@@]1(C)O[C@@H]21	100	109	87	87	91	77	58	83
CC(C(=O)O)N(CCC#N)CCC#N (stereo not drawn)	/	107	92	/	92	114	99	104
NC(CC(=O)OCc1ccccc1)C(=O)OCc1ccccc1 (stereo not drawn)	96	81	99	105	99	97	96	100
O=S(O)c1cc(Cl)cc(Cl)c1OCc1ccccc1	108	102	103	94	99	102	84	101
CCOC(=O)C(CCCCS(=O)(=O)O)C(=O)OCC	94	100	98	100	84	104	99	97
CC1(C)OB(O)c2cc(-c3nc4ccc5[nH]ncc5c4c4c3CCCC4)ccc21	63	83	74	62	75	91	41	57
CN(C(=O)Nc1ccc([N+](=O)[O-])cc1)c1ccccc1	90	96	107	/	92	105	93	98
c1ccc2c(c1)ccc1cc3cc4oc5ccccc5c4nc3nc12	100	99	94	101	107	94	91	93
O=C(O)C1OC(O)C(O)C(O)C1O (stereo not drawn)	125	106	106	112	91	99	87	136
O=C(Cc1ccccc1)Nn1c(NCC(=O)N2c3ccccc3Sc3ccccc32)nnc1-c1ccc(O)cc1	89	87	97	96	85	102	77	100

For convenience, part of the list above.
SMILES	SF-295	HCC-2998	SF-539	U251	SNB-75	SNB-19	PC-3	SF-268
Nc1nn(-c2cccc(C(F)(F)F)c2)c2cccc[n+]12	115	90	96	95	83	97	97	111
COc1ccc(Cn2c(NCCN=C(N)N)nc(=O)n(Cc3ccc(F)cc3)c2=O)cc1	102	102&104	90&102	82	23&55	79&78	87&83	53&62
CC(=O)Nc1ccc(F)cc1	107	105	102	102	92	107	98	96
Cc1ccc(-c2nnc(N3c4ccccc4C=Cc4ccccc43)o2)cc1	78	118	99	68	/	95	59	90

Going on with the list.
SMILES	SF-295	HCC-2998	SF-539	U251	SNB-75	SNB-19	PC-3	SF-268
Cc1ccc(C)c(NC2=CC(=O)C(=O)c3ccccc32)c1	78	95	94	90	72	104	42	92
CNS(=O)(=O)c1ccc(Cl)cc1	93	97	93	92	103	95	71	100
O=c1c2sc3ncccc3c2ncn1-c1cccc(Cl)c1	/	/	100	97	/	105	97	101
[2H]c1c([2H])n([C@@H]2O[C@H](COC(C)=O)[C@@H](OC(C)=O)[C@H]2OC(C)=O)c(=O)[nH]c1=O	104	103	100	98	90	93	91	102
CC(C)CCSC1=CC(=O)c2ccccc2C1=O	103	100	94	86	8.0*	92	38	75
c1ccc(-c2nnc(COc3ccc(-c4cc5ccccc5[nH]4)cc3)o2)cc1	99	126	109	107	99	115	96	103
CC1=CC2C(C(O)CC3(C)C2CC(C)C32OCOC23COCO3)C2(C)C/C(=C/O)C(=O)C=C12 (stereo not drawn)	79	35	42	/	100	56	32	25
CC1=C(/C=C/C(C)=C/C=C/C(C)=C/CO)C(C)(C)CCC1	110	108	105	102	95	96	96	114
CN(C)CCn1c2ccccc2c2nc3cc(Cl)c(Cl)cc3nc21	52	70	80	66	69	66	72	101
CC(C)=CCc1c2c(c3occ(-c4ccc(O)cc4)c(=O)c3c1O)C=CC(C)(C)O2	82	75	92	46	73	84	73	84
O=C1Nc2ccccc2/C1=C/c1cccn1CCCCn1c2ccccc2c(=O)c2ccccc21	101	41	93	95	78	98	55	83
COc1ccc2c(CCCc3ccc(Cl)cc3Cl)c3[n+](cc2c1OC)CCc1cc2c(cc1-3)OCO2	-19*	-84*	-46*	3.8*	15	17	-14*	13
CCOc1nc(-c2ccccc2)cc2c(O)c(C(=O)N/N=C/c3ccc(OC)cc3)[nH]c(=O)c12	91	/	93	100	92	97	88	112
CCOc1cc2c(cc1OCC)C(c1cc(C)c(O)c(C)c1)NCC2 (stereo not drawn)	93	103	109	94	95	101	82	103
COC(=O)c1cc(-c2ccc(OC)cc2)[nH]c1N/N=C/c1c(Cl)cccc1Cl	-28*	67	-39*	7.1*	-11*	19	16	14
O=c1[nH][n+](-c2[nH]ncc2[N+](=O)[O-])no1	104	106	97	100	83	99	107	96
Cn1cc(Br)c2c3c(ccc21)[C@@H]1C=C[C@H]3O1	106	108	130	110	86	107	97	104
O=C1C(c2ccsc2)=C(c2c[nH]c3ccccc23)C(=O)N1O	113	103	99	106	90	104	86	98
N#C/C(=C\c1ccco1)c1cc2ccccc2[nH]1	90	104	94	94	90	101	97	98
COc1ccc2oc(=O)cc(-c3nccc4c3[nH]c3ccccc34)c2c1	99	113	102	96	89	99	70	98
Cc1ccc(NC(=O)[C@]23CCC(C)(C)CC2C2=CCC4[C@@]5(C)C[C@@H](O)[C@H](O)[C@@](C)(CO)C5CC[C@@]4(C)[C@]2(C)CC3)cc1 (stereo partly drawn)	22	-6.8*	28	27	74	/	5.8*	49
CCn1c2ccc(N(C)C)cc2c2cc(N(C)C)ccc21	104	99	100	94	99	102	73	93
Cc1oc(-c2ccccc2)nc1CNCCc1ccccc1	98	30	90	90	104	88	82	93
O=C1N(Cc2ccccc2Cl)c2ccccc2C12NN=C(c1ccccc1)S2 (stereo not drawn)	41	74	66	36	72	53	45	52
O=C(Oc1ccccc1C(=O)O)c1ccccc1O	99	104&106	106&104	94&107	83&78	109&101	97&92	111&110
The listing continues:
SMILES	SF-295	HCC-2998	SF-539	U251	SNB-75	SNB-19	PC-3	SF-268
O=c1[nH]nc(Br)c(=O)n1C(c1ccccc1)c1ccccc1	111	84	98	86	95	95	82	95
COc1cc2c(cc1O)CCN1C[C@@H](CC(C)C)[C@H](O)C[C@H]21	112	103	98	95	102	98	94	110
O=C1Nc2ccc(Br)cc2C1=N/C=c1\[nH]c(=O)/c(=C/c2ccccc2)s1	87	115	87	69	76	81	85	78
O=C(/C=C/c1ccc(Cl)cc1Cl)Nc1ccccc1F	96	102	92	101	89	115	87	101
COc1ccc(Cn2ccc3c2-c2nc(OC)c(S(=O)(=O)c4ccccc4)cc2CCC3)cc1	89	100	110	95	91	102	64	102
C=CCOC(=O)C1=C(C)NC2=C(C(=O)CC(C)(C)C2)C1c1ccccc1 (stereo not drawn)	102	107	104	104	87	99	83	93
CC(=O)Nc1ccc2c3c(ccc([N+](=O)[O-])c13)CC2	100	108	97	102	103	98	101	99
CCOP(=O)(OCC)O[C@H]1CC[C@]2(C)[C@H]3CC[C@@H]4[C@@H]([C@](C)(O)CCC=C(C)C)CC[C@@]4(C)[C@]3(C)CC[C@H]2C1(C)C	32	36	43	13	51	45	20	46
CC(C)(C)c1nc2c(s1)c1nc(N)ncc1c1ccc(NS(=O)(=O)c3c(F)cccc3F)c(F)c12	61	82	80	73	57	105	52	79
CC(=O)O[C@H]1CC[C@]2(C)[C@H]3CC=C4[C@@H]5CC(C)(C)CC[C@]5(C(=O)N5CCNCC5)CC[C@@]4(C)[C@]3(C)CC[C@H]2C1(C)C	99	98	99	87	80	91	82	94
COc1ccc(/C=N/N(C)C(=O)Nc2cccc(Cl)c2)cc1OC	134	104	89	96	84	94	88	115
O=C(OCCN1CCCCC1)c1noc2cc([N+](=O)[O-])ccc12	107	104	102	103	108	102	104	101
COc1cc(-c2nn(-c3ccc(NC(=O)NCCNS(=O)(=O)c4ccc(F)cc4)cc3)cc2-c2ccncc2)ccc1Cl	-40*	6.8*	-46*	4.4*	14	31	8.9*	7.6*
COc1cc2c(cc1OC)C1c3ccccc3N(C)C(=O)N1CC2 (stereo not drawn)	107	104	99	95	80	98	97	97
O=C(Cc1ccccc1)NC(c1ccc(Cl)cc1)c1c(O)ccc2ccccc12 (stereo not drawn)	-36*	25	40	1.3*	40	21	3.1*	29
COc1ccc(C2=NN(/C=c3\s/c(=C(\C#N)C(=O)Nc4ccccc4C)n(-c4ccccc4)c3=O)C(c3ccc(OC)cc3)C2)cc1 (stereo not drawn)	105	123	102	102	92	101	112	103
C#C[C@]1(O)CC[C@H]2[C@@H]3CC=C4c5sc(-c6ccc([N+](=O)[O-])cc6)nc5CC[C@]4(C)[C@H]3CC[C@@]21C	-41*	-49*	-49*	0.1*	94	34	1.7*	45
O=S(=O)(Nc1ncccn1)c1ccc(Nc2nc(-c3ccncc3)cs2)cc1	181	115	95	103	98	95	99	96
N#Cc1c(NCc2ccccc2)n[nH]c1Nc1ccccc1	50	100	76	46	57	55	40	55
O=C1C(Cl)C(c2ccc([N+](=O)[O-])cc2)N1n1cnnc1 (stereo not drawn)	101	94	85	100	74	93	88	93
O=C(O)CC(NC(=O)OCc1ccccc1)C(=O)O (stereo not drawn)	94	101	104	110	104	108	103	108
O=C(N/N=C/c1ccc(/C=N/NC(=O)c2cc(O)c(O)c(O)c2)cc1)c1cc(O)c(O)c(O)c1	101	114	92	95	83	93	89	109
O=C(O)c1ccc(-n2cc(CNc3cccc(Cl)c3)c(-c3ccc(F)cc3)n2)cc1	88	105	96	101	120	99	94	109
CCCCCCCC/C=C\CCCCCCCCOc1ccccc1CC(=O)NCC[N+](C)(C)C	64	34	78	13	46	25	4.4*	66
CS(=O)(=O)Nc1ccc(C(=O)N=Nc2c(O)[nH]c3ccc([N+](=O)[O-])cc23)cc1	100	99	103	102	98	106	103	97

Some of the entries above in a different format:
| mol | SF-295 | HCC-2998 | SF-539 | U251 | SNB-75 | SNB-19 | PC-3 | SF-268 |
| --- | --- | --- | --- | --- | --- | --- | --- | --- |
| O=C1C(Cl)C(c2ccc([N+](=O)[O-])cc2)N1n1cnnc1 (stereo not drawn) | 101 | 94 | 85 | 100 | 74 | 93 | 88 | 93 |
| O=C(O)CC(NC(=O)OCc1ccccc1)C(=O)O (stereo not drawn) | 94 | 101 | 104 | 110 | 104 | 108 | 103 | 108 |
| O=C(N/N=C/c1ccc(/C=N/NC(=O)c2cc(O)c(O)c(O)c2)cc1)c1cc(O)c(O)c(O)c1 | 101 | 114 | 92 | 95 | 83 | 93 | 89 | 109 |

The listing picks up, repeating the five entries before the break.
SMILES	SF-295	HCC-2998	SF-539	U251	SNB-75	SNB-19	PC-3	SF-268
O=C(O)CC(NC(=O)OCc1ccccc1)C(=O)O (stereo not drawn)	94	101	104	110	104	108	103	108
O=C(N/N=C/c1ccc(/C=N/NC(=O)c2cc(O)c(O)c(O)c2)cc1)c1cc(O)c(O)c(O)c1	101	114	92	95	83	93	89	109
O=C(O)c1ccc(-n2cc(CNc3cccc(Cl)c3)c(-c3ccc(F)cc3)n2)cc1	88	105	96	101	120	99	94	109
CCCCCCCC/C=C\CCCCCCCCOc1ccccc1CC(=O)NCC[N+](C)(C)C	64	34	78	13	46	25	4.4*	66
CS(=O)(=O)Nc1ccc(C(=O)N=Nc2c(O)[nH]c3ccc([N+](=O)[O-])cc23)cc1	100	99	103	102	98	106	103	97
C/C=C/C=N/NC(=S)NCc1ccccc1	96	107	105	95	99	99	94	100
CCN(CC)Cc1cc(C(C)(C)C)cc(N2CCOCC2)c1O	114	/	102	111	93	99	91	105
CC12CCC(C1)C(C)(C)C2(O)c1ccccc1 (stereo not drawn)	106	102	95	97	94	100	90	109
COc1cccc(/C=C/c2nc(=O)c3ccccc3o2)c1OC	96	103	96	104	96	101	95	101
CC1CN1C(=O)Nc1ccc(Cc2ccc(NC(=O)N3CC3C)cc2)cc1 (stereo not drawn)	108	103	98	98	94	101	90	107
CC(C)=CCCC1=C2[C@H](C[C@@]3(C)[C@H]2C[C@@H](O)[C@H]2[C@@]4(C)CC[C@@H](O)[C@@H](C)[C@@H]4CC[C@@]23C)OC1=O	95	113	83	83	79	96	60	93
OCc1cc(CN2CCOCC2)c(O)c2ncccc12	91	92	78	77	77	81	75	76
Cc1ccc(S(=O)(=O)OC(CI)C2OC(c3ccccc3)OC3COC(c4ccccc4)OC32)cc1 (stereo not drawn)	98	98	99	94	75	109	87	100
CCN(CC)CCOc1ccc(Nc2ncc3cc(-c4ccc(O)cc4)c(=O)n(C)c3n2)cc1	99	87	-1.1*	54	28	62	-49*	45
CC(C)C1NC(C)(C)CO1 (stereo not drawn)	91	111	95	97	86	97	91	104
c1ccc(Nc2csc(Nc3cnccn3)n2)cc1	99	105	99	108	85	100	101	104
